GSK3A inh – human GSK-3 alpha kinase inhibition. P49840. inhibition, % at 10 µM. actives 0.1% (n = 320,000). ADP-Glo luminescence, 60 min;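 in the data active means inhibition above about 50%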;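 further: GST-tagged GSK-3 alpha with peptide substrate and 25 µM ATP; 0% = DMSO neutral wells and 100% = GW8510 positive control wells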
HDAC3 inh – human HDAC3 inhibition; O15379; recombinant HDAC3, fluorogenic peptide/trypsin coupled, fluorescence; inhibition, % at 8.3 µM; actives 0.15% (n = 320,000); in the data active means inhibition above about 26%, passing the limit was not always enough; inconclusive means no clear call, values can overlap the other calls
PolyA inh – inhibitors of polyadenylation in S. cerevisiae; calls only at 12 µM; AID 1875; actives 0.02% (n = 300,000); S. cerevisiae SKY197-pL101 polyadenylation reporter, beta-gal luminescence; efflux-impaired pdr1/pdr3 knockout yeast; score 100 = 6 SD above DMSO;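 active means lowest replicate activity score at least 50, where 100 means six control SD above control mean; inconclusive means lowest score under 50 but half or more replicates reach 50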;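 further: yeast exposed to compound for 9 h at 30 °C; higher score means more reporter readthrough which indicates perturbed polyadenylation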
hERG rescue – compounds protecting human hERG from proarrhythmic drug block; Q12809; CHO-hERG, FluxOR thallium flux, dofetilide IC70 present; activation (rescue from dofetilide block), less the hit threshold, % at 10 µM; actives 0.51% (n = 310,000); AID 1511;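 active means activation above the mean of controls blocked by dofetilide plus 5 SD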;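 further: thallium influx through hERG after potassium depolarization seen as dye fluorescence rise; in these data hits start at about 4.7%; inactives centre near -7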
Target sequence (Q12809 whole entry, looked up): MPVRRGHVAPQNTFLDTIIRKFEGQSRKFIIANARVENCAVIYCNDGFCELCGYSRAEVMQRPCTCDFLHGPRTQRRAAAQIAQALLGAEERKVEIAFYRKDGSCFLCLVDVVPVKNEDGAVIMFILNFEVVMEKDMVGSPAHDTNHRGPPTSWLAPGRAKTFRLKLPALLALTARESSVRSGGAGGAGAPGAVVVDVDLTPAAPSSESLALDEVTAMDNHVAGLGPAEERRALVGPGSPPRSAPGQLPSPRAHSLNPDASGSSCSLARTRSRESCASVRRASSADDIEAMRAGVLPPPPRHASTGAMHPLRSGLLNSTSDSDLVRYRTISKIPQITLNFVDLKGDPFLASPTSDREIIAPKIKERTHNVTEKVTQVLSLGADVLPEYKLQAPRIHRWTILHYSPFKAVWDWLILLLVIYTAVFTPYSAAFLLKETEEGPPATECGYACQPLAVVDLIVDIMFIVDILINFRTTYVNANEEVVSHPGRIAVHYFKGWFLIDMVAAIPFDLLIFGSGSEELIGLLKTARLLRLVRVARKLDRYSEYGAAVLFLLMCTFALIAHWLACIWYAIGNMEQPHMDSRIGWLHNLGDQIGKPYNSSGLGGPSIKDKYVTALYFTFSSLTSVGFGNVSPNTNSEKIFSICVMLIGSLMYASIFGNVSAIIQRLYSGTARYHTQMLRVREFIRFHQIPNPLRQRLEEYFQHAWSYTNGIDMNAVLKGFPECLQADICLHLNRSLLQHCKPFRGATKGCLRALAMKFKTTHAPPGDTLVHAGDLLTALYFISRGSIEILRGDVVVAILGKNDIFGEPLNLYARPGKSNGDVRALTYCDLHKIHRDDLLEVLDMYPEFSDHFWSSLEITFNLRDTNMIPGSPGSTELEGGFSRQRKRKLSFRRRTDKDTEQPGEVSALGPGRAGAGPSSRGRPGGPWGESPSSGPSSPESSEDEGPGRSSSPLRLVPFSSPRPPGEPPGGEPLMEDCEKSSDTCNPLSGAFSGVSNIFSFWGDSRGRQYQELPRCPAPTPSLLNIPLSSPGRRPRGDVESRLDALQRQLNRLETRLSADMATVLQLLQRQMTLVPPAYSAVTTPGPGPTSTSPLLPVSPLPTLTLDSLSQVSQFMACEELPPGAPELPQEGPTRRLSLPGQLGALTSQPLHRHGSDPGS
DYRK1A inh – blocks rat Dyrk1A kinase activity; Q63470; ADP-Glo luminescence, NFATc1 peptide; inhibition, % at 12.5 µM; actives 0.43% (n = 310,000); AID 504441; in the data active means inhibition above about 50%;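 further: plate controls were vehicle with enzyme for no effect and no enzyme for full effect; many of its hits are not listed in these tables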
RGS4 act – potentiators or activators of RGS4; B-score at 10 µM; AID 463111; actives 0.92% (n = 310,000); HEK293 M3R/inducible RGS4, carbachol calcium flux Fluo4; hits give low values;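 active means B-score of the integrated calcium signal more than 4 SD below the library mean, with starting fluorescence not abnormally high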;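 further: negative B-score means reduced calcium response which marks RGS4 activation or potentiation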
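Also added: carbachol at ECmax as muscarinic agonist stimulus; Assay system: HEK293 cells with stable M3R and inducible RGS4; Timing: overnight RGS4 induction, 30 min dye load 37 °C, 20 min compound RT; Measured by: Fluo4-AM (2 µM) calcium-flux fluorescence, kinetic read.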
KCNQ1 act – human KCNQ1 channel potentiation or activation | CHO-K1 KCNQ1, thallium flux FluxOR fluorescence; hits give high values | actives 0.35% (n = 310,000) | AID 2648 | B-score at 10 µM;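 active means fluorescence ratio B-score, a plate-corrected score, at least three library SD, with initial intensity B-score within 5 SD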
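System: Stable KCNQ1 CHO-K1 line | Incubation: 90 min dye loading and 20 min compound exposure, both at room temperature | Measure: Ratio B score | Medium: Assay buffer for compound exposure, DMSO matched across wells | Compound dosing: Single-concentration screen | Probe or stimulus: K+/Tl+ depolarizing stimulus | Measured by: Kinetic FluxOR fluorescence, 10 s baseline plus 110 s post-stimulus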
GSK3B inh – blocks human GSK3beta kinase activity; activity score (negative = inhibition), % at 10 µM; actives 0.038% (n = 300,000); P49841; GST-GSK3beta kinase, ADP-Glo luminescence, 60 min; hits give low values; AID 2097;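 active means more than half of replicate wells score below -50%, meaning over 50% inhibition versus plate controls; inconclusive means some replicates but at most half score below -50%; inactive means no replicate scores below -50%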;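 further: 0% = median DMSO wells and -100% = median GW8510 positive control wells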
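Test system – GST-tagged human GSK3beta kinase, cell-free · Incubation – 60 min enzyme reaction, room temperature · Signal – ADP-Glo luminescence · Also added – peptide substrate and ATP at 25 µM · Controls – DMSO neutral wells and GW8510 at 20 µM as positive · Buffer or medium – Tris/MgCl2 kinase buffer · Measure – Luminescence-derived activity versus plate DMSO and GW8510 wells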
KCNK3 block – human KCNK3 channel inhibition, primary screen; B-score at 10 µM; actives 0.84% (n = 340,000); O14649; AID 602410; CHO-KCNK3 thallium flux, FluxOR fluorescence; hits give low values;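 active means B-score under library mean minus 4 SD, starting fluorescence ratio at most library mean plus 5 SD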;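 further: more negative B-score means stronger inhibition of thallium flux through KCNK3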
KCNK9 inh – inhibitors of human KCNK9 two-pore domain potassium channel; Q9NPC2; HEK293 KCNK9, FluxOR thallium flux fluorescence; hits give low values; B-score at 10 µM; actives 1.2% (n = 310,000);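 active means ratio B-score over 3 SD below the library mean, with starting fluorescence within 5 SD of its mean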;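 further: negative B-score means less thallium flux so channel inhibition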
KCNQ1 inh – blocks the human KCNQ1 potassium channel; CHO-K1 KCNQ1, FluxOR thallium flux fluorescence; hits give high values; B-score at 10 µM; actives 1.3% (n = 310,000); AID 2642;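 active means compounds whose thallium flux B-score, printed positive for inhibition, exceeds three library SD while starting fluorescence stays within three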;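 further: channel opened by potassium depolarization with thallium stimulus after 20 min compound exposure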
Active calls of the source: *; i = inactive; u = inconclusive; x = not tested or not shown. These rows are one share of the data; rates above refer to the full screens.

Under each structure – GSK3A inh	HDAC3 inh	PolyA inh	hERG rescue	DYRK1A inh	RGS4 act	KCNQ1 act	GSK3B inh	KCNK3 block	KCNK9 inh	KCNQ1 inh
CCOC(=O)C(Cc1ccccc1)NC(=O)CCC(=O)c1ccc(OC)cc1 (centres undefined)
  -3	-1	i	-4	0	i	i	1	i	i	i
COCCn1cc(C(=O)c2ccccc2OCC(=O)Nc2cc(C)on2)cc(C#N)c1=O
  -6	4	i	-6	-3	i	i	-1	i	i	i
COc1cc(OC)cc(C(=O)N[C@H](C(=O)OCC(=O)N2CCc3ccccc32)C(C)C)c1
  0	7	i	-10	-3	i	i	2	i	i	i
O=C(/C=C/c1ccc(F)cc1)NC(=S)N1CCN(Cc2ccccc2)CC1
  -4	2	i	-2	4	i	i	0	i	i	i
C/C(=N/NC(=O)c1cccs1)c1ccco1
  0	8	i	-7	0	i	i	9	i	i	i
CC(=C/c1ccccc1)/C=C1/SC(N2CCOCC2)=NC1=O
  0	-1	i	-16	1	i	i	-3	i	i	6*
COc1ccccc1OCC(=O)Nc1ccccc1C(=O)NCc1ccco1
  -3	3	i	-2	-3	i	i	2	i	i	i
O=C(CN1C(=O)c2ccccc2C1=O)OCC(=O)c1ccccc1
  -2	-9	i	-4	3	i	i	1	i	i	i
O=C(NCc1ccccc1)c1ccc(F)c(F)c1
  0	2	i	-10	0	i	i	2	i	i	i
COc1cc(CC2COC(=O)C2(O)Cc2ccc(O)c(OC)c2)ccc1O (centres undefined)
  2	1	i	-6	-3	i	i	2	i	i	i
COc1ccccc1C(=O)COC(=O)c1nc(Cl)ccc1Cl
  -3	3	i	-15	2	i	i	2	i	i	i
COc1ccc(C(=O)CSc2nncn2C)cc1
  1	-4	i	-6	5	i	i	2	i	i	i
Cc1ccc(C2C3=C(CCCC3=O)Nc3[nH]c(=S)[nH]c(=O)c32)cc1 (centres undefined)
  -2	5	i	-14	-5	i	i	0	i	i	i
O=C(c1ccccc1NS(=O)(=O)c1cccc(C(F)(F)F)c1)N1CCc2ccccc21
  -1	2	i	-9	-4	i	i	-2	i	i	i
CCOC(=O)C1CCN(CCCSc2ccc(C)cc2)CC1
  -1	1	i	-6	13	i	i	-1	i	i	i

Entries above printed as active in KCNQ1 inh:
compound,GSK3A inh,HDAC3 inh,PolyA inh,DYRK1A inh,KCNQ1 act,GSK3B inh,KCNK3 block,KCNK9 inh,KCNQ1 inh
CC(=C/c1ccccc1)/C=C1/SC(N2CCOCC2)=NC1=O,0,-1,i,1,i,-3,i,i,6*

Next part.
Under each structure – GSK3A inh	HDAC3 inh	PolyA inh	hERG rescue	DYRK1A inh	RGS4 act	KCNQ1 act	GSK3B inh	KCNK3 block	KCNK9 inh	KCNQ1 inh
CC(C)(C)OC(=O)N1CCC2(CC1)C(C#N)=C(N)OC1=C2C(=O)CCC1
  -2	-1	i	-16	8	i	i	2	i	i	i
O=C(Nc1cnccn1)c1cccnc1
  0	0	i	-10	2	i	i	1	i	i	i
CN(C)C(=O)CCCCCCCCC(=O)N(C)C
  4	x	i	-7	x	i	i	-5	i	i	i
CCOC(=O)COc1ccc2c(c1)c(C(=O)OCC)c(C)n2CC
  -2	0	i	-8	10	i	i	1	i	i	i
CN(CCCNC(=O)CCc1cn(C)c2ccccc12)C1CCCCC1
  -2	2	i	-8	-6	i	i	-3	i	i	i
COc1ccc(NC(=O)c2scc(S(=O)(=O)C(C)C)c2N)cc1
  -1	3	i	-9	x	i	i	-5	i	i	i
O=C(CN1C(=O)NC2(CCc3ccccc32)C1=O)Nc1cc(C(F)(F)F)ccc1N1CCOCC1 (centres undefined)
  2	6	i	-5	x	i	i	0	x	i	i
COc1cccc(CNC(=O)CCCn2nc(C)n3c(cc4sccc43)c2=O)c1
  0	-1	i	-1	3	i	i	-3	i	i	i
CN(Cc1ccccc1)S(=O)(=O)c1nnc(NC(=O)c2ccccc2F)s1
  -1	2	i	-3	x	i	i	4	i	i	i
CCNC(=O)C(=O)NCCc1ccc(Cl)cc1
  x	2	i	-5	6	i	i	-8	i	i	i
CSC1=NCCN1C(=O)c1cccc(C(F)(F)F)c1
  1	-2	i	-4	-4	i	i	4	i	i	i
CC1CCCCC1NC(=O)c1ccc(S(=O)(=O)N2CCN(C)CC2)cc1 (centres undefined)
  -2	4	i	-1	x	i	i	-2	i	i	i
Cn1c(SCC(=O)Nc2ccccc2F)nnc1-c1cccs1
  0	-6	i	-6	-1	i	i	3	i	i	i
CCN1CCN(c2cc(C)c3cc(NC(=S)N4CCCCC4)ccc3n2)CC1
  0	4	i	-9	6	i	i	-1	i	i	i
COc1ccc(S(=O)(=O)NCc2ccc(C(=O)NCCCN3CC(C)CC(C)C3)cc2)cc1 (centres undefined)
  0	4	i	-6	x	i	i	2	i	i	i
Cc1ccc(S(=O)(=O)NC(CC(=O)NCC2CCCO2)c2ccccc2)cc1 (centres undefined)
  0	-3	i	-14	13	i	i	7	i	i	i
CC(=O)c1cccc(NC(=O)CCNC(=O)c2ccccc2Cl)c1
  -3	-4	i	1	-1	i	i	3	i	i	i
COC(=O)Nc1nnc(Cc2ccc(Cl)cc2)s1
  1	u	i	-19	0	i	i	1	i	i	i
CCN1C(=O)/C(=C\C(=O)c2cccs2)c2cc(Br)ccc21
  1	4	i	-7	-5	i	i	-1	i	i	i
Cc1ccc(S(=O)(=O)Nc2ccc3[nH]ccc3c2)cc1
  2	4	i	-7	-6	i	i	1	i	i	i
COc1cccc(NC(=O)CN(C)C(=O)CSCc2nc3scc(-c4cccs4)c3c(=O)[nH]2)c1
  -1	3	i	-13	10	i	i	-4	i	i	i
Cc1ccc(-n2c(SCC(=O)Nc3ccc4c5c(cccc35)CC4)nc(O)cc2=O)cc1
  1	-2	i	-11	-2	i	i	-4	i	i	i
COc1cccc(CNS(=O)(=O)c2cn(C)cn2)c1
  -5	-2	i	-5	7	i	i	0	i	i	i
Cc1cc(N2CCN(c3ccccc3)CC2)nc(N)n1
  -1	-2	i	-6	-3	i	i	0	i	i	i
O=C(O)CC(NC(=O)Nc1ccccc1)c1ccc(OC2CCCC2)cc1 (centres undefined)
  -5	-3	i	-6	4	i	i	5	i	i	i
CCOc1ccc(NC(=O)CSc2nc3ccccc3nc2N2CCOCC2)cc1
  -3	-4	i	-12	5	i	i	-2	i	i	i
COc1cc(S(=O)(=O)N2CCCCC2)ccc1NC(=O)c1ccccc1Cl
  -1	3	i	-5	6	i	i	-1	i	i	i
Cc1ccc(C2(O)CN(c3ccccc3C)C3=[N+]2CCS3)cc1 (centres undefined)
  1	1	i	-14	-6	i	i	2	i	i	i
O=C(COC(=O)c1ccc(S(=O)(=O)NCc2ccco2)cc1)NC1CCCCC1
  2	-5	i	-7	1	i	i	-3	i	i	i
CCOc1cc(N2CCOCC2)c(OCC)cc1NC(=O)Cc1cccc2ccccc12
  1	-5	i	-4	9	i	i	-1	i	i	i
COc1ccccc1NC(=O)C[n+]1ccccc1
  0	8	i	-3	2	i	i	1	i	i	i
Cc1nc2cc(NC(=O)NC(C)(C)C)ccc2n1C
  -3	-2	i	-5	-2	i	i	-3	i	i	i
COc1ccc(NS(=O)(=O)c2ccc(O)c(NC(=O)c3ccc(S(=O)(=O)N4CCCCCC4)cc3)c2)cc1
  -2	3	i	-5	x	-7.8*	i	1	i	i	i
Cn1cccc1Cc1nnc(SCC(=O)N2CCc3ccccc32)n1CCc1ccccc1
  -3	-4	i	-9	-6	i	i	0	i	i	i
CCn1c(SCC(=O)C(C)(C)C)nnc1-c1ccccn1
  -4	-2	i	0	3	i	i	1	i	i	i
CCS(=O)(=O)N1CCN(S(=O)(=O)c2ccccc2[N+](=O)[O-])CC1
  -1	-7	i	-7	-1	i	i	-2	i	i	i
CCN(CC)S(=O)(=O)c1ccc(C)c(NC(=O)CNc2cccc(S(=O)(=O)N3CCOCC3)c2)c1
  -1	-6	i	-7	3	i	i	2	i	i	i
CCOC(=O)c1nnn(-c2ccccc2)c1C
  0	-5	i	-5	x	i	i	-2	i	i	i
COCC(=O)N/N=C(\C)CC(=O)Nc1ccccc1C(N)=O
  1	0	i	-10	-2	i	i	2	i	i	i
COCCCNC(=S)N1CCN(Cc2ccc3c(c2)OCO3)CC1
  0	-3	i	-11	x	i	i	-2	i	i	i

Random excerpt: 5 entries already listed
Under each structure – GSK3A inh	HDAC3 inh	PolyA inh	hERG rescue	DYRK1A inh	RGS4 act	KCNQ1 act	GSK3B inh	KCNK3 block	KCNK9 inh	KCNQ1 inh
COc1cc(S(=O)(=O)N2CCCCC2)ccc1NC(=O)c1ccccc1Cl
  -1	3	i	-5	6	i	i	-1	i	i	i
O=C(CN1C(=O)NC2(CCc3ccccc32)C1=O)Nc1cc(C(F)(F)F)ccc1N1CCOCC1 (centres undefined)
  2	6	i	-5	x	i	i	0	x	i	i
Cc1ccc(C2(O)CN(c3ccccc3C)C3=[N+]2CCS3)cc1 (centres undefined)
  1	1	i	-14	-6	i	i	2	i	i	i
COc1cccc(CNC(=O)CCCn2nc(C)n3c(cc4sccc43)c2=O)c1
  0	-1	i	-1	3	i	i	-3	i	i	i
CN(CCCNC(=O)CCc1cn(C)c2ccccc12)C1CCCCC1
  -2	2	i	-8	-6	i	i	-3	i	i	i
